From PubChem BioAssay
KCNH2 WT inh: qHTS for Inhibitors of KCHN2 3.1: Wildtype qHTS | Voltage-gated inwardly rectifying potassium channel KCNH2 (Homo sapiens), Q12809 | U2OS, BacMam KCNH2, thallium flux FluxOr; active compounds read low | activity change, % at 1.84 µM | actives 0.37% (n = 340,000) | AID 720551, 2013;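 active = maximum activity change below -70%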
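U2OS cells were transduced with wild-type KCNH2 virus (2.03 x 10^8 / mL) for 4 h at room temperature, then cultured overnight at 37 C. Thallium flux was read with FluxOr dye. Rate constants were normalized to DMSO controls.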
Starred values were filed as active, the others as inactive. % is scaled to controls: 0 for no effect and ±100 for the full control effect. These rows are one share of the data; the hit share may differ from the screen's.

SMILES | KCNH2 WT inh
COc1ccc(C(=O)NC(C)Cc2c[nH]c3ccccc23)cc1 (stereo not given) | -10
O=[N+]([O-])c1cccc(S(=O)(=O)Nc2ccccn2)c1 | -6
CC1(C)CN(c2ccccc2)C(=O)[C@H]1CC(=O)Nc1ccccc1 | -8
Cc1ccc(C(=Cc2ccc([N+](=O)[O-])cc2)C(=O)O)cc1 | 0
O=C(N/N=C/c1c(O)ccc2ccccc12)C(=O)N1CCCC1 | 11
C[C@H]1CN([C@@H](C)CO)S(=O)(=O)c2ccc(Br)cc2O[C@@H]1CN(C)C(=O)Nc1ccc2c(c1)OCO2 | -9
CCOc1ccc2ccccc2c1CNCCCN1CCOCC1 | 1
CC(=O)Nc1ccc(NC(=O)C2CCN(S(C)(=O)=O)CC2)cc1 | -11
Cc1cc(C)n2nc(SCC(=O)NC3(C#N)CCCCC3)nc2n1 | -5
O[C@H]1CN(CC2CCCCC2)[C@@H](c2ccc(Cl)cc2)C[C@@H]1n1cc(-c2ccc(F)cc2)nn1 | 8
CCOC(=O)C1(CCCc2ccccc2)CCN(C(=O)c2n[nH]c(CC)c2C)CC1 | 27
CC1(C)CN(CCc2ccccc2)C(=O)[C@H]1CC(=O)Nc1ccccc1 | -14
Cc1ccc(S(=O)(=O)N2CCC(=O)c3ccccc32)cc1 | 4
Nc1nonc1-n1nnc(C(=O)N/N=C/c2ccco2)c1CSc1ccc(Cl)cc1 | -2
O=C(C[C@@H]1C[C@H]2c3cc(NC(=O)C4CCC4)ccc3O[C@H]2[C@@H](CO)O1)NCc1ccc(-c2ccccc2)cc1 | -10
C[C@H](CO)N1C[C@H](C)[C@@H](CN(C)C(=O)Cc2ccccc2)OCc2cnnn2CCCC1=O | -1
Cc1noc(C)c1COc1ccccc1C(=O)N1CCN(S(=O)(=O)c2ccc(C(C)C)cc2)CC1 | 9
NS(=O)(=O)c1cc(Br)c2c(c1)S(=O)(=O)NCN2 | -3
CCC1CCCCN1C(=O)COC(=O)c1cncc(Br)c1 (stereo not given) | -2
COCc1c(C(=O)Nc2nnc(C3CC3)s2)oc2ccccc12 | -9
Cc1ccc([C@H]2C[C@@H](O)[C@H](n3cc(C4CC4)nn3)CN2C(=O)C2CCCCC2)cc1 | 4
Cc1cc(C)c2c(=O)n3c(nc2c1)C(Cc1ccccc1)NC(=O)c1cc2ccccc2cc1-3 (stereo not given) | 3
O=C(CS(=O)(=O)c1ccc(Cl)cc1)Nc1nccs1 | -2
COc1ccc(CN2C(=O)C(CC(=O)NCCN3CCOCC3)CC(C(=O)N(C(C)C)C(C)C)=C2C)cc1 (stereo not given) | -21
Cn1nnnc1SCCNC(=O)C1CCC(=O)N(Cc2cccc(C(F)(F)F)c2)C1 (stereo not given) | 2

The final 3 records of the part above open the next one.
SMILES | KCNH2 WT inh
O=C(CS(=O)(=O)c1ccc(Cl)cc1)Nc1nccs1 | -2
COc1ccc(CN2C(=O)C(CC(=O)NCCN3CCOCC3)CC(C(=O)N(C(C)C)C(C)C)=C2C)cc1 (stereo not given) | -21
Cn1nnnc1SCCNC(=O)C1CCC(=O)N(Cc2cccc(C(F)(F)F)c2)C1 (stereo not given) | 2
C[C@@H]1CN([C@@H](C)CO)S(=O)(=O)c2ccc(C#Cc3cccc(F)c3)cc2O[C@@H]1CN(C)CC1CC1 | 18
COc1ccc(-c2ccc3c(c2)S(=O)(=O)c2cccc(C(=O)N4CCN(c5ccccn5)CC4)c2C3=O)cc1OC | -2
COc1cccc(NC(=O)c2cnc(NS(=O)(=O)c3ccccc3)nc2)c1 | -2
O=C(OCc1ccccc1)N1CCC2CC1c1ccc(N3CCOCC3)cc12 (stereo not given) | 4
O=C1CC[C@@H](C(=O)N2CSC[C@@H]2C(=O)Nc2ccc(C(F)(F)F)cc2)N1 | 7
COc1ccc(CNC(=O)N2[C@H]3CC[C@@H]2C=C(c2ccc(F)cc2OCc2ccccc2)C3)cc1OC | 6
COc1cccc(S(=O)(=O)N(C)C[C@@H]2OCc3cn(nn3)CCCC(=O)N([C@@H](C)CO)C[C@H]2C)c1 | -32
CCn1c(SCC(=O)Nc2oc(C)c3c(C)n[nH]c(=O)c23)nnc1-c1ccco1 | -7
Cc1ncc([N+](=O)[O-])n1CC(=O)Nc1ccccc1Cl | 9
O=C1OCC/C1=C\NCCCCCCCCN/C=C1\CCOC1=O | -1
CCOc1ccc(OCCC(=O)Nc2ccc(N3CCOCC3)cc2N2CCOCC2)cc1 | -11
Cc1ccc(NC(=O)c2sc3ncn(CC(=O)N4CCN(c5ccccn5)CC4)c(=O)c3c2C)cc1 | 12
CC1=C(C(=O)N2CCOCC2)CC(CC(=O)NCc2cccc3ccccc23)C(=O)N1CCC1=CCCCC1 (stereo not given) | -7
O=C(NCc1ccccc1)c1ccc(S(=O)(=O)N2CCCCCC2)cc1 | -5
CC(=Cc1ccccc1)C(=O)c1ccccc1 | 10
CCCCCCN1C[C@H](n2cc(COC(=O)c3ccccc3)nn2)[C@@H](O)C[C@@H]1c1ccc(Cl)cc1 | -17
N#CCCN(Cc1ccccc1)C(=O)CCC(=O)c1ccc(F)cc1 | -19
CNC[C@@H]1OCc2ccccc2-c2ccccc2C(=O)N([C@H](C)CO)C[C@@H]1C | -26
CCCCc1c(O)nc(SCC(=O)N2CCOCC2)n(-c2ccc(C)cc2)c1=O | -10
COc1ccc(NC(=O)CNc2ccc(OC)c(S(=O)(=O)N3CCOCC3)c2)cc1 | -4
Nc1nc(N)c2c(n1)CN(Cc1ccc(Cl)cc1)C2 | -5
O=C(O)c1c(-c2ccccc2)cnc2ccccc12 | -5
C[C@@H]1ON(C)[C@H]2C[C@H]3c4[nH]c5ccc(-c6ccc7c(c6)OCO7)cc5c4CCN3C[C@@H]12 | 2
CC1=C(C(=O)N(C)C)CC(CC(=O)NC2CCCCC2)C(=O)N1Cc1ccccc1 (stereo not given) | 4
COc1ccc(S(=O)(=O)N2CCCC(C(=O)NCc3cccnc3)C2)cc1C (stereo not given) | 8

7 records drawn at random from those above:
SMILES | KCNH2 WT inh
O=C1OCC/C1=C\NCCCCCCCCN/C=C1\CCOC1=O | -1
CC(=Cc1ccccc1)C(=O)c1ccccc1 | 10
COc1ccc(-c2ccc3c(c2)S(=O)(=O)c2cccc(C(=O)N4CCN(c5ccccn5)CC4)c2C3=O)cc1OC | -2
Nc1nc(N)c2c(n1)CN(Cc1ccc(Cl)cc1)C2 | -5
COc1cccc(NC(=O)c2cnc(NS(=O)(=O)c3ccccc3)nc2)c1 | -2
O=C1CC[C@@H](C(=O)N2CSC[C@@H]2C(=O)Nc2ccc(C(F)(F)F)cc2)N1 | 7
CCn1c(SCC(=O)Nc2oc(C)c3c(C)n[nH]c(=O)c23)nnc1-c1ccco1 | -7

Next section:
SMILES | KCNH2 WT inh
Cc1ccc(S(=O)(=O)N2C[C@H]3[C@H]4C(=O)N(c5ccccc5)C(=O)[C@H]4C[C@H](OC(=O)Nc4c(C)noc4C)[C@@]3(O)C2)cc1 | 14
CSc1ccccc1C(=O)N1CCc2ccc(NC(=O)c3ccccn3)cc2C1 | -3
Cc1cc(C(=O)COC(=O)c2ccc(NC(=O)CC#N)cc2)c(C)n1CC(F)(F)F | 0
Nc1cc(=O)[nH]c(SCc2ccccc2)n1 | -3
Cn1nc(C(=O)NCC(=O)Nc2ccc(F)c(F)c2)ccc1=O | 7
Cc1cn([C@H]2C[C@H](O)[C@@H](CNC=O)O2)c(=O)[nH]c1=O | 8
COc1cc2c(cc1NC(=O)c1ccccc1-c1ccccc1C(=O)O)-c1ccccc1C2 | -13
O=C(C[C@H]1C(=O)N(Cc2ccccc2)C[C@@H]1c1ccc(Br)cc1)Nc1ccc(Br)cc1 | 0
Cn1ncc([N+](=O)[O-])c1C(=O)Nc1ccccc1C#N | -6
COc1ccc(-c2ccc(CN3C(C(C)C)C(=O)N(Cc4cn(Cc5ccco5)nn4)CCS3(=O)=O)cc2)cc1OC (stereo not given) | -11
O=C(C1CCCCC1)N1C[C@@H](O)[C@H](n2cc(-c3ccc(F)cc3)nn2)C[C@@H]1c1ccccc1 | -6
C[C@H](NC(=O)c1ncn2c1C(=O)NC[C@@H]2C)C(=O)OC(C)(C)C | -12
O=C(NCc1ccco1)c1ccc(CS(=O)c2ccccc2Cl)o1 (stereo not given) | 17
Nc1ccn([C@@H]2O[C@H](CNCc3cc(Br)ccc3OCc3ccccc3)[C@@H](O)[C@H]2O)c(=O)n1 | -2
c1ccc(N=Nc2ccc(C3=NCCO3)cc2)cc1 | 1
O=C1NC(=O)C2(N1)C(=O)c1cccc3cccc2c13 (stereo not given) | -6
C[C@@H]1CN([C@H](C)CO)C(=O)CCCn2nncc2CO[C@H]1CN(C)Cc1cccnc1 | -9
O=[N+]([O-])c1cccc(/C=C2\CCc3cnn(C4CCS(=O)(=O)C4)c32)c1 (stereo not given) | 12
COCCCNC1=C(C#N)C(=O)NC(c2cccs2)S1 (stereo not given) | -8
CC(C)CC1C(=O)N(Cc2cn(Cc3ccco3)nn2)CCS(=O)(=O)N1Cc1ccc(-c2cccc(N(C)C)c2)cc1 (stereo not given) | -44
O=C(N=C1SC2CS(=O)(=O)CC2N1Cc1ccccc1)C1CC1 (stereo not given) | 5
COc1ccc(/C(O)=C2/C(=O)C(=O)N(CCCN3CCOCC3)C2c2ccc(Cl)cc2)cc1 (stereo not given) | -18
CCN(CC)CCCNC(=O)CNC(=O)c1nn(-c2ccc(OC)cc2OC)c(=O)c2ccccc12 | -4
CC1CCCC(NC(=O)COC(=O)c2ccccc2C(=O)N(C)C2CCCCC2)C1C (stereo not given) | 9
NC(=O)C1CCN(C(=O)c2ccc(Cl)c(NC(=O)c3cccs3)c2)CC1 | -4

Of the compounds above, three have a thiophene ring, fused or not.
SMILES | KCNH2 WT inh
Cc1ccc(NC(=O)c2sc3ncn(CC(=O)N4CCN(c5ccccn5)CC4)c(=O)c3c2C)cc1 | 12
COCCCNC1=C(C#N)C(=O)NC(c2cccs2)S1 (stereo not given) | -8
NC(=O)C1CCN(C(=O)c2ccc(Cl)c(NC(=O)c3cccs3)c2)CC1 | -4

A draw from above in order of molecular weight, high to low.
SMILES | KCNH2 WT inh
O=C(C[C@H]1C(=O)N(Cc2ccccc2)C[C@@H]1c1ccc(Br)cc1)Nc1ccc(Br)cc1 | 0
Nc1ccn([C@@H]2O[C@H](CNCc3cc(Br)ccc3OCc3ccccc3)[C@@H](O)[C@H]2O)c(=O)n1 | -2
O=C(C1CCCCC1)N1C[C@@H](O)[C@H](n2cc(-c3ccc(F)cc3)nn2)C[C@@H]1c1ccccc1 | -6
CC1CCCC(NC(=O)COC(=O)c2ccccc2C(=O)N(C)C2CCCCC2)C1C (stereo not given) | 9
C[C@H](NC(=O)c1ncn2c1C(=O)NC[C@@H]2C)C(=O)OC(C)(C)C | -12
c1ccc(N=Nc2ccc(C3=NCCO3)cc2)cc1 | 1
